ALOX12 inhib = inhibitors of human 12-lipoxygenase (ALOX12). P18054. purified 12-hLO, xylenol orange hydroperoxide absorbance. Potency, µM (series often up to 57.1 µM), for the others: at the top dose activity change, negative = inhibition, actives largely listed as inhibitors. 0.12% of 150,000 active; further: potency means the concentration at half of the fitted maximal effect; nearly all actives have a fitted effect of over 55% in size; many of its hits are not listed in these tables
Target sequence (P18054 whole entry, looked up): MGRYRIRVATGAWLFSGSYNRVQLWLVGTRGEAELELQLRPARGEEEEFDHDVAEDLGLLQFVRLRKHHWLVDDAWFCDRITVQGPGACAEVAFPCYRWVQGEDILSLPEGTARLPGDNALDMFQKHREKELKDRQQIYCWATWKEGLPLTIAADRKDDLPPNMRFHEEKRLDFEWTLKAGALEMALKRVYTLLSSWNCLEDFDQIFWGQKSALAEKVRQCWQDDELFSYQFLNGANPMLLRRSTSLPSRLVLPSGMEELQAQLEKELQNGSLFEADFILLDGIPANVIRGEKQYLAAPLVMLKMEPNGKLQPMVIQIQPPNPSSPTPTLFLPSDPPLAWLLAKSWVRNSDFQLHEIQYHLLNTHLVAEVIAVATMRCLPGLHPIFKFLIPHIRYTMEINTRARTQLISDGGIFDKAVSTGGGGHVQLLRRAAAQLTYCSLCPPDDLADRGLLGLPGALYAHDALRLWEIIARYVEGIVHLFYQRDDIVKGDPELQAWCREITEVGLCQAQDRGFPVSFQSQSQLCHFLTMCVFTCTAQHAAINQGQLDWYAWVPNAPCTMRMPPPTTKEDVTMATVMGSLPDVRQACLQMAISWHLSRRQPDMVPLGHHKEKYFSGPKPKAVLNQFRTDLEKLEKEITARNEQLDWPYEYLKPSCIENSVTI
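Lipoxygenase turnover measured by absorbance at 573 and 405 nm after Fe-XO development. Human 12hLO 150 nM, arachidonate 40 uM, pH 7.0 Hepes buffer with detergent; 15 min compound preincubation, 30 min reaction.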
ALOX15B inhib = inhibitors of human 15-lipoxygenase 2 (ALOX15B); purified 15hLO-2, xylenol orange hydroperoxide absorbance; Potency, µM (highest dose often 57.1 µM), for the others: top-dose activity change, negative = inhibition, usual class: inhibitors; 0.56% of 110,000 active; AID 881; further: potency means the concentration at half of the fitted maximal effect; nearly all actives have a fitted effect of over 60% in size; many of its hits are not listed in these tables
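Screening format was qHTS against 50 nM purified 15hLO-2 in Hepes pH 7.5 with detergent. Activity follows hydroperoxide formation from 45 uM arachidonic acid, measured as 573:405 nm absorbance ratio of the ferric-xylenol orange complex.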
IMPase inh = membrane-permeable compound that blocks inositol monophosphatase; P97697; CHO-M1 cells, IP1 accumulation, HTRF TR-FRET ratio; inhibition (IP1 accumulation), % at 46.1 µM; 120,000 tested, under 10 active; active means well fitted curve in the direction sought with a large enough effect in the signal ratio, not every such curve was filed as active; inconclusive means small, poorly fitted or top-dose-only effect, or a change in a side signal; inactive means no such curve, though single readings can be large or run the other way; the % refers to the signal ratio;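 further: cells stimulated with carbachol in lithium chloride buffer; plate controls were DMSO basal wells for no effect and reference inhibitor wells for full effect; higher means more IMPase inhibition seen as more IP1 and lower FRET ratio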
Target sequence (P97697 whole entry, looked up): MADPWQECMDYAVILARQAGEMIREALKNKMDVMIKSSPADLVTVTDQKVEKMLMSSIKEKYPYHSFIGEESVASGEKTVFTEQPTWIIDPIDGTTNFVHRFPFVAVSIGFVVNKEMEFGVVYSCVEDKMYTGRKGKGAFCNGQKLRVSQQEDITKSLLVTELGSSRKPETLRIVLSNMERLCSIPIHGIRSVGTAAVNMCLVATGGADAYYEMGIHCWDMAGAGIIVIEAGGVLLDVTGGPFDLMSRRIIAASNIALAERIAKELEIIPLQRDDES
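In this qHTS, compounds (final up to 46 uM) act on CHO-M1 cells that are then activated through the M1 receptor with carbachol, in pH 7.4 buffer containing 50 mM LiCl, for 30 min. IP1 accumulation is quantified by the IP-One immunoassay.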
PNC assembly inh = blocks assembly of the perinucleolar compartment; PC3M PTB-GFP, PNC prevalence imaging, 16 h; active compounds read low; activity change (PNC), negative = inhibition, % at 10 µM; 3.1% of 140,000 active; AID 2417;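 active means readout at or below -70, meaning at least 70% loss of cells showing the perinucleolar compartment, a nuclear body marking cancer cells; inconclusive means readout between -30 and a set limit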;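 further: plate controls were DMSO wells for no effect and camptothecin positive control wells for full effect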
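Read-out is percentage of cells bearing a perinucleolar compartment, from automated 20x imaging of fixed, Hoechst-stained PC3M PTB-GFP cells. Cells were seeded 4 h, then exposed 16 h to compound (23 nl of library stock) in duplicate plates.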
Active calls of the source: *; ? = inconclusive; · = no result given; [ ] = another dose, or the depositor's remark. Unless noted, the call rests on the fitted dose curve; in most records, active means well fitted curve in the direction sought with a large enough effect; inconclusive means small, poorly fitted or top-dose-only effect, or another doubt; inactive means no such curve, though single readings can be large; an effect the other way counts as inactive or inconclusive. Unless noted, on the % scale 0 is the no-effect control and ±100 the full control effect.

Start of the data: the first four entries, to show the layout:
Values in the order – IMPase inh	ALOX12 inhib	ALOX15B inhib	PNC assembly inh
- Cc1nn(C)c2ncc(C(=O)c3cc(F)ccc3O)cc12
  2	0%	9%	-8
- Clc1ccc(CNC2CCCC2)c(Cl)c1
  0	-1%	28%	-17
- COCCn1nnnc1SCC(=O)N1CCCCC1
  9	0%	·	254
- Cc1ccccc1CNC(=O)c1ccc(Cl)c([N+](=O)[O-])c1
  ·	3%	·	42

This part in full (from the top)
Values in the order – IMPase inh	ALOX12 inhib	ALOX15B inhib	PNC assembly inh
- Cc1nn(C)c2ncc(C(=O)c3cc(F)ccc3O)cc12
  2	0%	9%	-8
- Clc1ccc(CNC2CCCC2)c(Cl)c1
  0	-1%	28%	-17
- COCCn1nnnc1SCC(=O)N1CCCCC1
  9	0%	·	254
- Cc1ccccc1CNC(=O)c1ccc(Cl)c([N+](=O)[O-])c1
  ·	3%	·	42
- O=C(NCc1ccc2c(c1)OCO2)c1cc2ccccc2oc1=O
  -9	11%	·	-27
- Cc1ccccc1OCC(=O)N/N=C/c1cccn1C
  8	-3%	-8%	-8
- O=C1CN(C(=O)COC(=O)c2ccc(N3CCCCCC3)c([N+](=O)[O-])c2)c2ccccc2N1
  10	-4%	·	13
- CCCCSc1cc(=O)n(-c2ccccc2)nc1C(=O)OCC
  5	-4%	-4%	-15
- O=C(Nc1cccc(Cl)c1)OCc1cn(-c2ccc(Cl)cc2)nn1
  3	-7%	-1%	?
- Cc1cc2c(n1-c1ccc(C(N)=O)cc1)CC(C)(C)CC2=O
  -6	4%	·	?
- COC(=O)c1ccc(C23CC4(C2)[C@H](CN(Cc2ccc(-c5ccccc5)cc2)[C@@H]4c2ccccc2)C3c2ccc(Cl)nc2)cc1 (stereo partly specified)
  ·	-7%	9%	·
- CC(C)[C@H](NC(=O)c1ccc(F)cc1)C(=O)OCC(=O)NC(=O)c1cccn1C
  4	-5%	·	23
- CCOC(=O)c1cnc2ccc(OC)cc2c1NCc1ccccc1
  11	-6%	·	1
- Cc1cc(C(=O)CN2C(=O)NC3(CCCc4sccc43)C2=O)c(C)n1-c1ccc(Cl)cc1 (stereo unspecified)
  ·	-1%	·	-8
- C[C@H](O)[C@H](O)[C@@H]1CNc2nc(N)[nH]c(=O)c2N1
  0	-7%	-16%	·
- COC(=O)/C=C1\SC(=Nc2ccccc2)NC1=O
  ·	2%	·	3
- COc1cccc(C2=NOC(C(=O)Nc3cccc(C(C)=O)c3)C2)c1OC (stereo unspecified)
  5	-10%	0%	?
- COc1ccc(C(=O)Nc2ccc(S(=O)(=O)Nc3onc(C)c3C)cc2)cc1OC
  4	-1%	17%	86
- O=c1cc(C(Cl)(Cl)Cl)oc2c1ccc1ccccc12
  10	-6%	2%	?
- CCCCNC(=O)CNC(=S)N(Cc1cc(OC)c(OC)c(OC)c1)C1CCCC1
  10	0%	·	3
- COc1ccc(C(O)c2nc3ccccc3s2)cc1 (stereo unspecified)
  -3	-5%	-14%	-11
- c1ccc(OCCOCCN2CCN(C(c3ccccc3)c3ccccc3)CC2)cc1
  ·	-14%	·	45
- CC(C)(C)NC(=O)CN(C(=O)Cn1nnc(-c2ccc(Cl)cc2)n1)C1CCN(Cc2ccccc2)CC1
  8	-10%	·	7
- O=C(CSc1nnc2n1CCCN2)c1ccc(Cl)cc1
  ·	-3%	·	30
- C=CCNC(NC(=O)c1ccccc1)(C(=O)OCC)C(F)(F)F (stereo unspecified)
  3	-1%	-7%	31
- C=C(C)c1ccc(C(C)(C)NC(=O)NCc2ccco2)cc1
  -3	1%	-3%	-25
- CC1CCCCN1C(=O)Cn1cc(C#N)c2ccccc21 (stereo unspecified)
  0	-2%	·	31
- COc1ccc(C(=O)Cn2c(=O)c(CCC(=O)O)nn3c4ccccc4nc23)cc1OC
  7	6%	2%	?
- O=c1c2ccccc2cnn1Cc1n[nH]c(=S)n1-c1ccc(Cl)cc1Cl
  ·	-1%	·	49
- COc1nc(OC)nc(N(C)CCO)n1
  2	-10%	-2%	-17
- Cc1ccc(C(=O)NNC(=S)Nc2cccc3ccccc23)s1
  ?	-13%	22%	?
- CCN1C(=O)C(CC(=O)Nc2ccc(OC)cc2)N(Cc2ccco2)C1=S (stereo unspecified)
  ·	2%	·	21
- Cc1nnc(SCC(=O)Nc2ccc(Br)cn2)[nH]c1=O
  -9	0%	1%	-11
- Clc1cc(CSc2ccccc2)nc(-c2ccccc2)n1
  1	0%	11%	?
- O=C(COC(=O)[C@H](Cc1ccccc1)NS(=O)(=O)c1ccccc1F)NC1CCCCC1
  8	11%	1%	?
- Clc1ccc(-c2nn3c(C4COc5ccccc5O4)nnc3s2)cc1 (stereo unspecified)
  4	-13%	-22%	2
- COc1ccc2c(c1OC)C(=O)OC2CC(=O)c1ccc(N(C)C)cc1 (stereo unspecified)
  -2	-3%	4%	6
- CCc1cc(C(=O)NNC(=S)NCc2ccccc2)cs1
  -15	-11%	-14%	-2
- Cc1ccc(NC(=O)NNC(=O)Cn2nc(-c3ccccc3)c(-c3ccccc3)c(C#N)c2=O)cc1
  2	-3%	-12%	42
- COc1ccc(S(=O)(=O)Nc2cc(C(=O)NC3CCCCCC3)ccc2N2CCOCC2)cc1
  10	-14%	6%	55
- c1ccc(N2CCN(Cc3nnnn3C3CCCCC3)CC2)cc1
  0	4%	-5%	4
- Cc1nc2nc(SCC(=O)C(C)(C)C)[nH]c2cc1Br
  -5	-3%	3%	4
- C/C=C/c1ccc(OCCOc2cc(C=O)ccc2OC)c(OC)c1
  ·	-4%	·	-113*
- Cc1ccc(C)c(N2CCN(S(=O)(=O)c3ccc4c(c3)oc(=O)n4C)CC2)c1
  8	-3%	2%	-11
- O=C(CCN1CCCCC1)c1ccccc1
  -4	10%	-5%	21
- COC(=O)c1ccccc1NC(=O)CN(c1ccc(OC)cc1)S(C)(=O)=O
  -5	-3%	·	?
- Cc1cccc(C(=O)O/N=C(\N)c2cccc([N+](=O)[O-])c2)c1
  6	-7%	-4%	62
- N/C(=N\OC(=O)CCC1CCCCC1)c1ccc([N+](=O)[O-])cc1
  -2	1%	3%	127
- OC1(c2cn(Cc3ccccc3)nn2)CCCCC1
  ?	0%	-4%	?
- O=C(COc1ccc(Cl)cc1Cl)NCCCCc1ccccc1
  4	-12%	-4%	49
- CCCCCC(=O)Nc1nc2ccccc2[nH]1
  5	7%	·	8
- N#CCSc1nc2c(sc(=S)n2Cc2ccco2)c(=O)n1-c1ccc(F)cc1
  16	5%	-14%	27
- COc1ccc(C(=O)N2CCC3(CC2)CN(c2ncccn2)C3)cc1
  ·	0%	1%	·
- N#C/C(=C(/O)COC(=O)CSc1ccc(Cl)cc1)c1nc2ccccc2[nH]1
  6	4%	·	-22
- CC1(N)CCC(C(C)(C)N)CC1 (stereo unspecified)
  ·	-4%	-19%	·
- CCN1CCn2c1nc(N1CCCCC1)nc2=O
  3	2%	-1%	?
- COc1ccccc1CN1CCN(C(CC(C)C)c2nnnn2Cc2cccs2)CC1 (stereo unspecified)
  -5[1.84 µM]	0%	-6%[11.4 µM]	2
- CCc1c(C)c(C#N)c2nc3ccccc3n2c1NCCN(C)C
  11	-2%	2%	?
- CCNc1nc(N)nc(-c2cc(Cl)ccc2O)n1
  ·	-2%	·	38
- CN1CCCC1=Nc1c2c(nc3ccccc13)N(C)CC2
  ·	-1%	·	76

New compounds follow:
Values in the order – IMPase inh	ALOX12 inhib	ALOX15B inhib	PNC assembly inh
- COc1cc(/C=C/C(=O)c2ccc(Cl)s2)cc(OC)c1O
  0	?	-29%	39
- O=C(/C=C/c1ccco1)NC(=S)Nc1ccc(N2CCOCC2)c(Cl)c1
  2	-6%	-23%	42
- CCOC(=O)c1c(C)nc2ccccc2c1-c1ccccc1
  ·	17%	·	72
- COc1ccc(CC(=O)Nc2cc(C)on2)cc1OC
  6	1%	-1%	?
- COC(=O)[C@@H]1[C@@H]2C[C@H]3c4[nH]c5ccccc5c4CCN3C[C@@H]2CC[C@@H]1O
  ?	-3%[11.4 µM]	-2%[11.4 µM]	·
- CSc1ccccc1C(=O)Nc1cccc(N(C)S(C)(=O)=O)c1
  14	-4%	-2%	?
- Cn1c(-c2ccc(F)cc2)cnc1NCc1cc2c(cc1[N+](=O)[O-])OCO2
  10	?	·	?
- COC(=O)Cn1c(C(=O)N2CCCC2)cc2c1C[C@H]1CN(C(=O)c3ccccc3)[C@@](Cc3ccccc3)(C(=O)OC)[C@@H]21
  ·	-1%	-2%	·
- O=C(Nc1cnn(Cc2ccc(Cl)cc2Cl)c1)c1noc2c1CCCC2
  -13	-9%	·	29
- CCC(C)(C(=O)NC1CCCCC1)N(CC1CCCO1)C(=O)CNC(=O)c1ccccc1 (stereo unspecified)
  10	1%	4%	?
- CC(C)CNC(=S)NNC(=O)c1csc2ccccc12
  -6	-5%	18%	-28
- CCN(CC)S(=O)(=O)c1ccc(N2CCOCC2)c(NS(=O)(=O)c2cc(C(C)(C)C)ccc2C)c1
  ·	-2%	·	?
- CC(NC(=O)c1ccc(=O)oc1)c1ccccc1 (stereo unspecified)
  4	-4%	0%	-11
- O=C(CCCCl)NC(=S)Nc1cc(C(F)(F)F)ccc1N1CCOCC1
  ·	-26%	·	1
- COc1ccc(N2CCN(CCOc3ccc4c(C)cc(=O)oc4c3)CC2)cc1
  ·	2%	·	-2
- CCc1nc2c(c(SC)nn2-c2ccccc2)c(N)c1C(=O)OC
  2	3%	9%	3
- CN(C)c1ccc(/C=N/NC(=O)C(O)(c2ccccc2)c2ccccc2)o1
  21	-22%	-25%	?
- Cc1ccc(N2C(=O)CC(NNC(=O)c3cccc(S(=O)(=O)N4CCCC4)c3)C2=O)cc1 (stereo unspecified)
  ·	-6%	·	38
- Cc1c(NC(=O)c2c(F)c(F)c(F)c(F)c2F)c(=O)n(-c2ccccc2)n1C
  10	-1%	-3%	-3
- CC(=O)Nc1sc(N)nc1-c1ccccc1
  10	9%	1%	-16
- CCn1c(=O)c(=O)[nH]c2cc(C(=O)N3CCN(c4ccccc4F)CC3)ccc21
  4	-3%	6%[2.29 µM]	?
- CCc1ccc2c(c1)c1nc(C)sc1n2CC
  12	?	-12%	56
- Cc1ccc(NC(=O)CC2NCCNC2=O)cc1 (stereo unspecified)
  2	1%	-1%	-24
- CC(C)CCNC(=O)NC(=O)COC(=O)C1CCN(S(=O)(=O)c2ccccc2F)CC1
  8	-2%	·	?
- Cc1c(C(=O)Nc2nc3ccccc3[nH]2)oc2c(Cl)cccc12
  7	-2%	·	-19
- CCOC(=O)N/N=C/c1c(C)nn(-c2cccc(C(F)(F)F)c2)c1Cl
  8	-1%	·	-83*
- Cc1cc(C)n(Cc2ccc(Cl)c(Cl)c2)c(=O)c1S(=O)(=O)c1ccccc1
  16[1.84 µM]	-1%	9%[11.4 µM]	46
- CC1(c2ccc3noc(-c4ccccc4)c3c2)OCCO1
  6	-1%	4%	14
- Cc1onc(-c2ccccc2Cl)c1C(=O)Nc1sc2c(c1C#N)CCC2
  2	-25%	-29%	-4
- CO/N=C(/CNC(=O)c1ccc(Cl)cc1Cl)c1ccc(Cl)cc1
  6	3%	18%	76
- OCCOc1ccc(C2=NCCO2)cc1
  19	-2%	-4%	-20
- Cc1cc(=O)[nH]c(SCC(=O)N2CCC(C(N)=O)CC2)n1
  -14	-6%	3%	-1
- O=C(CSc1nnc(CNC(=O)c2ccccc2F)o1)NCC1CCCO1 (stereo unspecified)
  -3	11%	2%	-14
- O=C(C1CCN(S(=O)(=O)c2ccc3c(c2)OCCO3)CC1)N1CCc2ccccc21
  -7	-3%	3%	19
- CCC(C)(C(=O)Nc1ccccc1C)N(C(=O)CNC(C)=O)c1ccccc1C (stereo unspecified)
  ·	-2%	·	45
